KB-V1 cytotox: kills drug-selected multidrug resistant KB-V1 cells. Potency, µM (series often up to 46.1 µM), for the others: at the highest dose activity change, negative = cytotoxicity, hits mostly cytotoxic. AID 1347076. 400,000 compounds, 3.4% hits. KB-V1 MDR cells viability, CellTiter-Glo, 72 h; further: on the % scale 0 is the no-effect control and ±100 the full control effect; nearly all actives have a fitted effect of over 60% in size
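Cytotoxicity via CellTiter-Glo luminescence after 72 h compound exposure at 37 degrees C. Cells: drug-selected KB-V1 line, DMEM phenol-red free plus 10% FBS. Compounds tested at multiple concentrations; normalized data fitted to concentration-effect curves.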
GLP1R cytotox: cytotoxicity counter-screen for GLP-1 receptor inverse agonists | HEK293 cAMP-luciferase reporter cells, luminescence, 24 h | Potency, µM (top dose mostly 38.3 µM), for inactives: at the top dose activity change, negative = inhibition, usual class: inhibitors | 410,000 compounds, 0.13% hits | AID 624418;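 further: loss of luciferase light is scored as toxicity; on the % scale 0 is the no-effect control and ±100 the full control effect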
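Cells in DMEM/10% Nu serum/1% pen-strep, 1536-well format. Pre-incubated 12 h, dosed with 23 nL compound, incubated a further 24 h. Luciferase detection, 12 min at room temp, luminescence.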
TDP43 rescue: rescues yeast growth from TDP-43 toxicity; TDP-43 expressing yeast growth rescue, BacTiter-Glo, 24 h; Potency, µM (series often up to 46.1 µM), inactives show at the highest dose growth rescue (activation), usual class: activators; 410,000 compounds, 1.8% hits; AID 652104; further: % of control where 0% means no effect; nearly all actives have a fitted effect of over 50% in size
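Readout is BacTiter-Glo luminescence of cell growth, so inhibitors register as activators. TDP-43-expressing yeast at OD600=0.02 in galactose medium, after raffinose pregrowth to mid-log, were incubated with compound for 24 hr at 30 deg C.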
GLP1R inv ag: GLP-1 receptor (human) inverse agonism | AID 624417 | P43220 | Potency, µM (doses to about 38.3 µM), without a hit: at the top dose activity change, negative = inhibition, actives largely listed as inhibitors | HEK293 GLP-1R CRE-luciferase, luminescence, 24 h; GLP-1R form is constitutively active | 410,000 compounds, 1.6% hits; further: on the % scale 0 is the no-effect control and ±100 the full control effect; nearly all actives have a fitted effect of over 55% in size
Target sequence (P43220 whole entry, looked up): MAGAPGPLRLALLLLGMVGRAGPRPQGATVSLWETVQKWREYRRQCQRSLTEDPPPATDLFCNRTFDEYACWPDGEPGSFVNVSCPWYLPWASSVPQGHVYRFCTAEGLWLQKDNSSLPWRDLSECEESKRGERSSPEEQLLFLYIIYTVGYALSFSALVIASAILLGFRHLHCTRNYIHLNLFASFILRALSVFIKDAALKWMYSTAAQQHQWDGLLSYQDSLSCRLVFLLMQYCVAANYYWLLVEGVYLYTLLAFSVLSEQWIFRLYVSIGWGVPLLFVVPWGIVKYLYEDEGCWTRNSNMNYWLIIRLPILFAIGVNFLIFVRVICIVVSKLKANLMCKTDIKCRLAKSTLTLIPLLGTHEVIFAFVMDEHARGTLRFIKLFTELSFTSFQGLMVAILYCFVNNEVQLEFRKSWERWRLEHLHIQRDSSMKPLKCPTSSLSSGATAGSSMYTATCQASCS
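qHTS in 1536-well format: reporter HEK293 cells expressing constitutive GLP-1R activity in DMEM + 10% Nu serum, 24 hr with compounds at 37 deg C, luminescence read after 12 min with detection reagent.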
SW480 rereplic: inducers of DNA re-replication in SW480 colon cancer cells; 340,000 compounds, 1.8% hits; SW480 DNA re-replication, Hoechst DNA content imaging, 48 h; Potency, µM (top dose mostly 46.1 µM), for the others: at the highest dose re-replication activation, hits mostly activators; AID 624297; further: % of control where 0% means no effect; nearly all actives have a fitted effect of over 55% in size
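Readout is total intensity of Hoechst-stained nuclei, excited at 405 nm and collected at 500-530 nm. Compound treatment lasted 48 hr at 37 C in 5% CO2 before staining.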
KB-3-1 tox: KB-3-1 parental cell cytotoxicity | KB-3-1 viability, CellTiter-Glo ATP luminescence, 72 h | Potency, µM (doses to about 46.1 µM), without a hit: at the top dose activity change, negative = cytotoxic, most hits filed as cytotoxic | 400,000 compounds, 1.4% hits | AID 1347075; further: on the % scale 0 is the no-effect control and ±100 the full control effect; nearly all actives have a fitted effect of over 60% in size
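Cytotoxicity in the drug-sensitive parental line KB-3-1 was scored as loss of CellTiter-Glo luminescence following 72 h incubation with compound. Values come from curve fitting of normalized concentration-response data.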
HT1080NT lethal: kills 2HG-producing HT-1080-NT fibrosarcoma cells | Potency, µM (doses to about 46.1 µM), for the others: top-dose activity, negative = less viability, hits mostly cytotoxic | 360,000 compounds, 1.6% hits | HT-1080-NT fibrosarcoma viability, CellTiter-Glo ATP luminescence, 48 h | AID 686970;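 further: NT is the 2HG producing partner of a matched IDH1 knockdown line; 0% = DMSO-treated cells and -100% = media-only wells without cells; nearly all actives have a fitted effect of over 55% in size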
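A 48-hour cytotoxicity screen used HT-1080-NT cells plated 2 hours before compound delivery. ATP-based CellTiter-Glo luminescence measured viability, normalized to DMSO and no-cell controls.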
HT1080 IDH1KD tx: kills HT-1080 cells with IDH1 knockdown | HT-1080 IDH1 knockdown viability, ATP luminescence, 48 h | Potency, µM (highest dose often 46.1 µM), for inactives: at the top dose activity, negative = toxicity, most hits filed as cytotoxic | 360,000 compounds, 2% hits | AID 686971;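 further: 0% = DMSO wells and -100% = cell-free medium wells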
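Using the IDH1-knockdown HT-1080 line run in the same batch and compound series as the NT line, viability after 48 h at 37 °C was determined by CellTiter-Glo luminescence and expressed as % activity.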
GLP-1R agonist: activates the human GLP-1 receptor; P43220; HEK293 GLP-1R CRE-luciferase, luminescence, 4-6 h; cells express a hypersensitive GLP-1R form; Potency, µM (highest dose often 45.6 µM), for the others: top-dose activation, hits mostly activators; 380,000 compounds, 0.007% hits; further: % of control where 0% means no effect
* marks the source's active call; other numbers are inactive results; [ ] = another dose, or the depositor's remark. The call rests on the fitted dose curve; in most records, active means well fitted curve in the direction sought with a large enough effect; inconclusive means small, poorly fitted or top-dose-only effect, or another doubt; inactive means no such curve, though single readings can be large; an effect the other way counts as inactive or inconclusive. Potency means the concentration at half of the fitted maximal effect. Random draw from the library; overall some 9.4% were active at least once.

Results for CCSc1nc2ccccc2n1C(=O)Oc1ccccc1 ?
KB-V1 cytotox: 17%; GLP1R cytotox: -15%; TDP43 rescue: 7%; GLP1R inv ag: -8%; SW480 rereplic: -18%; KB-3-1 tox: 18%; HT1080NT lethal: 12%; HT1080 IDH1KD tx: 11%; GLP-1R agonist: -7%

What do the screens show for `OCC1CCCC(n2cnc3c(=S)nc[nH]c32)O1` (stereo not given)?
KB-V1 cytotox: inconclusive; GLP1R cytotox: 0%; TDP43 rescue: -10%; GLP1R inv ag: 7%; SW480 rereplic: 2%; KB-3-1 tox: 6%; HT1080NT lethal: 2%; HT1080 IDH1KD tx: 3%; GLP-1R agonist: -1%

Results for CCOc1ccc(C(C(=O)NC(C)(C)C)N(CCOC)C(=O)CCC(=O)Nc2ccccn2)cc1 (stereo not given) ?
KB-V1 cytotox: inconclusive; GLP1R cytotox: -1%; TDP43 rescue: inconclusive; GLP1R inv ag: 15%; SW480 rereplic: -1%; KB-3-1 tox: 16%; HT1080NT lethal: 14%; HT1080 IDH1KD tx: 9%; GLP-1R agonist: 1%

What do the screens show for `CC(Oc1ccc(Cl)cc1Cl)C(=O)OCn1nnc2ccccc2c1=O` (stereo not given)?
KB-V1 cytotox: 14%; GLP1R cytotox: 13%; TDP43 rescue: -3%; GLP1R inv ag: 0%; SW480 rereplic: -4%; KB-3-1 tox: 14%; HT1080NT lethal: -4%; HT1080 IDH1KD tx: -10%; GLP-1R agonist: -6%

Results for CC(CN1CCOCC1)(NS(=O)(=O)c1ccccc1)c1ccccc1 (stereo not given) ?
KB-V1 cytotox: 2%; GLP1R cytotox: 5%; TDP43 rescue: -18%; GLP1R inv ag: 0%; SW480 rereplic: -4%; KB-3-1 tox: 3%; HT1080NT lethal: 0%; HT1080 IDH1KD tx: -1%; GLP-1R agonist: -7%

What do the screens show for `c1ccc(NNC2=NCCS2)cc1`?
KB-V1 cytotox: -6%; GLP1R cytotox: -8%; TDP43 rescue: -13%; GLP1R inv ag: 0%; SW480 rereplic: inconclusive; KB-3-1 tox: 3%; HT1080NT lethal: 9%; HT1080 IDH1KD tx: 5%; GLP-1R agonist: 6%

What do the screens show for `Cc1ccc(NC(=O)CN(C)C(=O)COC(=O)CNS(=O)(=O)c2ccc(F)c(F)c2F)cc1`?
KB-V1 cytotox: 25%; GLP1R cytotox: -3%; TDP43 rescue: 10%; GLP1R inv ag: 7%; SW480 rereplic: -15%; KB-3-1 tox: -1%; HT1080NT lethal: -6%; HT1080 IDH1KD tx: -3%; GLP-1R agonist: -10%

Results for Cc1ccccc1-c1ncc(CN2CCN(C3CCCC3)C(CCO)C2)cn1 (stereo not given) ?
KB-V1 cytotox: -18%; GLP1R cytotox: -5%; TDP43 rescue: 4%; GLP1R inv ag: -13%; SW480 rereplic: -10%; KB-3-1 tox: -4%; HT1080NT lethal: 3%; HT1080 IDH1KD tx: -1%; GLP-1R agonist: 5%

How did O=C1c2ccccc2C(=O)N1Cc1nc(-c2ccccc2)no1 do in these assays?
KB-V1 cytotox: 15%; GLP1R cytotox: 3%; TDP43 rescue: -15%; GLP1R inv ag: 0%; SW480 rereplic: -3%; KB-3-1 tox: 0%; HT1080NT lethal: 3%; HT1080 IDH1KD tx: -5%; GLP-1R agonist: 1%

Results for C/C(=N\Nc1ccc([N+](=O)[O-])cc1)c1ccc(-n2nncc2C(C)(C)C)cc1 ?
KB-V1 cytotox: 1%; GLP1R cytotox: -1%; TDP43 rescue: 3%; GLP1R inv ag: 6%; SW480 rereplic: 0%; KB-3-1 tox: 9%; HT1080NT lethal: 11%; HT1080 IDH1KD tx: 13%; GLP-1R agonist: 8%

Results for COc1ccc(NC(=O)CSc2nnc(C)n2N)cc1S(=O)(=O)N1CCCCC1 ?
KB-V1 cytotox: -11%; GLP1R cytotox: -3%; TDP43 rescue: 15%; GLP1R inv ag: 8%; SW480 rereplic: 3%; KB-3-1 tox: -13%; HT1080NT lethal: 3%; HT1080 IDH1KD tx: 9%; GLP-1R agonist: 3%

Results for O=C(CSc1ncccn1)N(Cc1cccnc1)C(CCc1ccccc1)c1nc2ccccc2[nH]1 (stereo not given) ?
KB-V1 cytotox: 17%; GLP1R cytotox: -1%; TDP43 rescue: 15%; GLP1R inv ag: 12%; KB-3-1 tox: 0%; HT1080NT lethal: 15%; HT1080 IDH1KD tx: -4%; GLP-1R agonist: -3%

Next section (two carried over from the part before).
Results for COc1ccc(NC(=O)CSc2nnc(C)n2N)cc1S(=O)(=O)N1CCCCC1 ?
KB-V1 cytotox: -11%; GLP1R cytotox: -3%; TDP43 rescue: 15%; GLP1R inv ag: 8%; SW480 rereplic: 3%; KB-3-1 tox: -13%; HT1080NT lethal: 3%; HT1080 IDH1KD tx: 9%; GLP-1R agonist: 3%

Results for O=C(CSc1ncccn1)N(Cc1cccnc1)C(CCc1ccccc1)c1nc2ccccc2[nH]1 (stereo not given) ?
KB-V1 cytotox: 17%; GLP1R cytotox: -1%; TDP43 rescue: 15%; GLP1R inv ag: 12%; KB-3-1 tox: 0%; HT1080NT lethal: 15%; HT1080 IDH1KD tx: -4%; GLP-1R agonist: -3%

Results for Cc1sc2c(c1C)c(=O)n(-c1ccc(Cl)cc1)c(=O)n2Cc1cc(=O)n2cc(Br)ccc2n1 ?
KB-V1 cytotox: -11%; GLP1R cytotox: 0%; TDP43 rescue: 11%; GLP1R inv ag: 6%; KB-3-1 tox: 9%

Results for O=C(NCCN1CCOCC1)c1cc2ccccc2[nH]1 ?
KB-V1 cytotox: 11%; GLP1R cytotox: -1%; TDP43 rescue: -4%; GLP1R inv ag: 23%; SW480 rereplic: -7%; KB-3-1 tox: 8%; HT1080NT lethal: 0%; HT1080 IDH1KD tx: 6%; GLP-1R agonist: -11%

What do the screens show for `COc1cc(/C=N/N(CCO)C2=NS(=O)(=O)c3ccccc32)cc(OC)c1OC`?
KB-V1 cytotox: 27%; GLP1R cytotox: 8%; TDP43 rescue: -10%; GLP1R inv ag: 47%[activator]; SW480 rereplic: -8%; KB-3-1 tox: 16%; HT1080NT lethal: 3%; HT1080 IDH1KD tx: -13%; GLP-1R agonist: inconclusive

How did COc1ccc(-c2sc3ccccc3c2/C=C/c2ccc(OC)c(OC)c2)cc1 do in these assays?
KB-V1 cytotox: -11%; GLP1R cytotox: -9%; TDP43 rescue: -9%; GLP1R inv ag: -9%; SW480 rereplic: 26%; KB-3-1 tox: 0%; HT1080NT lethal: 0%; HT1080 IDH1KD tx: -3%; GLP-1R agonist: 6%

What do the screens show for `C(=N\NC(=Nc1ccccc1)c1ccccn1)/c1ccccn1`?
KB-V1 cytotox: 16µM*; GLP1R cytotox: -11%; TDP43 rescue: 3%; GLP1R inv ag: inconclusive; SW480 rereplic: inconclusive; KB-3-1 tox: inconclusive; HT1080NT lethal: -11%; HT1080 IDH1KD tx: -14%; GLP-1R agonist: 6%

How did COC(=O)C(Cc1ccc(O)cc1)NC(=O)CCc1ccco1 (stereo not given) do in these assays?
KB-V1 cytotox: 22%; GLP1R cytotox: 0%; TDP43 rescue: -18%; GLP1R inv ag: -2%; SW480 rereplic: -85%[inhibitor]; KB-3-1 tox: 27%; HT1080NT lethal: 0%; HT1080 IDH1KD tx: 11%; GLP-1R agonist: 15%

What do the screens show for `CC(C)(C)c1cc(C(=O)Nc2cccc3ccccc23)ccn1`?
KB-V1 cytotox: -8%; GLP1R cytotox: -14%; TDP43 rescue: 28%; GLP1R inv ag: inconclusive; SW480 rereplic: -1%; KB-3-1 tox: -2%; HT1080NT lethal: -1%; HT1080 IDH1KD tx: -6%; GLP-1R agonist: 2%

What do the screens show for `COc1ccccc1NS(=O)(=O)c1cccc(NC(=O)c2sc3ccccc3c2Cl)c1`?
KB-V1 cytotox: inconclusive; GLP1R cytotox: 0%[0.307 µM]; TDP43 rescue: -1%; GLP1R inv ag: 1%[0.307 µM]; SW480 rereplic: -2%; KB-3-1 tox: inconclusive; HT1080NT lethal: -14%; HT1080 IDH1KD tx: -26%; GLP-1R agonist: -14%

Results for COc1cccc(C(=O)CSc2nnnn2C2CCCCC2)c1 ?
KB-V1 cytotox: -25%; GLP1R cytotox: -16%; TDP43 rescue: inconclusive; GLP1R inv ag: -2%; SW480 rereplic: 1%; KB-3-1 tox: 3%; HT1080NT lethal: 18%; HT1080 IDH1KD tx: 17%; GLP-1R agonist: 4%

What do the screens show for `Cc1nn(CC(=O)NCc2ccco2)c(=O)c2nn(-c3ccccc3)c(C)c12`?
KB-V1 cytotox: 4%; GLP1R cytotox: 0%; TDP43 rescue: -14%; GLP1R inv ag: -2%; KB-3-1 tox: 11%

Results for Cc1nc(C#N)c(NCc2ccc3c(c2)OCO3)o1 ?
KB-V1 cytotox: 0%; GLP1R cytotox: -13%; TDP43 rescue: 9%; GLP1R inv ag: 29%; SW480 rereplic: 4%; KB-3-1 tox: 2%; HT1080NT lethal: 0%; HT1080 IDH1KD tx: 0%; GLP-1R agonist: 11%

Results for O=S(=O)(c1ccc(Cl)cc1Cl)n1ccnc1 ?
KB-V1 cytotox: inconclusive; GLP1R cytotox: 5%; TDP43 rescue: -10%; GLP1R inv ag: 0%; KB-3-1 tox: 9%; GLP-1R agonist: -3%

What do the screens show for `CNC(=S)N(Cc1cc2ccc(OC)cc2[nH]c1=O)CC1CCCO1` (stereo not given)?
KB-V1 cytotox: -24%; GLP1R cytotox: 11%[7.66 µM]; TDP43 rescue: 5%; GLP1R inv ag: 0%[7.66 µM]; SW480 rereplic: -6%; KB-3-1 tox: 0%; HT1080NT lethal: 8%; HT1080 IDH1KD tx: -5%; GLP-1R agonist: 2%

How did CC12C=CC3(O1)C(C(=O)N(c1cccnc1)C3C(=O)NC1CCCCC1)C2C(=O)Nc1ccccc1 (stereo not given) do in these assays?
KB-V1 cytotox: 12%; GLP1R cytotox: 15%; TDP43 rescue: 10%; GLP1R inv ag: 18%; SW480 rereplic: 9%; KB-3-1 tox: -3%; HT1080NT lethal: -1%; HT1080 IDH1KD tx: 9%; GLP-1R agonist: 1%

Screening results deposited in PubChem by National Center for Advancing Translational Sciences (NCATS).
